Bioassay records: PubChem BioAssay, The Scripps Research Institute Molecular Screening Center
TbREL1 inh: TbREL1 inhibition, primary screen | P86926 | TbREL1 RNA ligation, FRET fluorescence | inhibition, % at 9.66 µM | 89,000 tested, 0.49% active | AID 1117264;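 active = inhibition above the mean inhibition across all screened compounds plus 3 SD, cut at about 11% in these data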;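 also: 0% = plate median of test wells and 100% = NSC42067 control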
Target sequence (P86926 whole entry, looked up): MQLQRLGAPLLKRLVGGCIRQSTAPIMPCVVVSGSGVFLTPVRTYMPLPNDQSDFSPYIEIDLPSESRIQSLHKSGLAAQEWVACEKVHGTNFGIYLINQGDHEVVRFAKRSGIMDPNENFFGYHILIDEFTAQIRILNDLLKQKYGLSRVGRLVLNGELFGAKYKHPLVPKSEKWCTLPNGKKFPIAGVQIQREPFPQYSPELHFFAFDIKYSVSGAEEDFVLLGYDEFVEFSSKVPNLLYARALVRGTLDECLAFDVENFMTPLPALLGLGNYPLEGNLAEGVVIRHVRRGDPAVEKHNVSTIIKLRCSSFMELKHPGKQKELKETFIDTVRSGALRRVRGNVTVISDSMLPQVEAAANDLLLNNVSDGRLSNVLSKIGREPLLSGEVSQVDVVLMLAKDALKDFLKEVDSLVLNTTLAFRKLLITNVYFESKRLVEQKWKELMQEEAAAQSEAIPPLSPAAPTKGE
The depositor's hits bear a star. An excerpt; count on the stated rates, not on these rows.

TbREL1 inh,SMILES
0,Cc1ccc(CCC(=O)Nc2ccc(S(N)(=O)=O)cc2)o1
-3,Nc1cc(S(=O)(=O)Nc2ccccc2Cl)ccc1N1CCOCC1
1,COc1ccc(-c2nnc3ccc(SCC(=O)N4CCOCC4)nn23)cc1
1,Cc1nnc2sc(SCC(=O)N3CCCCC3)nn2c1=O
0,COc1cc2cc(CN(CCCO)S(=O)(=O)c3ccccc3)c(=O)[nH]c2cc1OC
-2,O=C(Nc1ccncc1)C1COc2ccccc2O1 (stereo not drawn)
3,O=S1(=O)N=C(N2CCN(Cc3ccccc3)CC2)c2ccccc21
1,CC(=O)N1N=C(c2cccc(Cl)c2)OC1c1cccc([N+](=O)[O-])c1 (stereo not drawn)
0,O=C(CNC(=O)c1ccncc1)Nc1ccc(F)c(F)c1
-1,CC1CN(S(=O)(=O)c2cccc(C(=O)NCc3ccc4c(c3)OCO4)c2)CC(C)O1 (stereo not drawn)
3,CCC1CCc2[nH]nc(C(=O)O)c2C1 (stereo not drawn)
-3,CC(=O)CC(C)=NCCN=C(C)CC(C)=O
1,CCCC(=O)Nc1ccc2oc(-c3ccncc3)nc2c1
3,O=C(O)/C=C/C(=O)NNC(=O)c1ccc(Cl)cc1Cl
-1,CCOC(=O)C1=C(CC)OC(N)=C(C#N)C1c1ccc(NC(C)=O)cc1 (stereo not drawn)
-1,COc1ccc(CCNC(=O)C2CCN(C(=O)c3ccc(F)cc3)CC2)cc1
-3,CCOC(=O)C1CCN(C(=O)CCc2ccc(S(=O)(=O)NCC(C)C)cc2)CC1
-1,O=C(O/N=C1/CCCc2occc21)c1ccc(F)cc1
-2,COc1ccc(S(=O)(=O)Cc2ccc(C(=O)N3CCN(c4ccc(Cl)cc4)CC3)o2)cc1
5,Cc1ncoc1C(=O)Nc1ncc([N+](=O)[O-])s1
2,CCCCN(C)c1nc(C)nc2c1nnn2Cc1ccccc1
7,CCOC(=O)CNC(=O)C1(c2ccccc2)CCCC1
5,C[C@@H](O[Si](c1ccccc1)(c1ccccc1)C(C)(C)C)[C@H]1C(=O)N[C@H](Cc2cn(S(=O)(=O)c3ccccc3)c3ccccc23)C(=O)N1C
1,Cc1ccc(C(=O)N/C(=C\c2ccco2)C(=O)NCc2cccnc2)cc1
-2,Cc1ccc(-c2nc(Nc3ccc(N4CCOCC4)cc3)c3ccccc3n2)cc1
3,COc1ccc(C(=O)Nc2cc(C(=O)O)cc(C(=O)O)c2)cc1Cl
0,CCOC(=O)c1cc(C(=O)Nc2cccc(C)c2)nn1C
0,O=C(Oc1ccc(N2C(=O)CCC2=O)cc1)c1ccco1
-1,C=CCc1c(N(CC)CC)nc(C)[nH]c1=O
8,Cc1ccc(-n2c(COc3ccccc3)nnc2SCC(=O)Nc2ccc3c(c2)OCCO3)cc1
0,COc1ccc(Br)cc1CNCCSc1nnnn1C
1,CC1CCCCN1C(=O)COC(=O)CSc1ccc(C(N)=O)cc1[N+](=O)[O-] (stereo not drawn)
2,Cc1ccc(-n2nnnc2-c2cnc3cc4c(cc3c2C)OCO4)cc1
1,N=c1c2c(n(Cc3ccccc3)c3c1CCC3)CCC2
-2,COc1cccc(C2=CC(=O)C[C@H](c3ccc(F)cc3)C2)c1OC
-3,CC(=O)c1cccc(CN2CCC(n3nccc3NC(=O)CCCc3ccccc3)CC2)c1
-1,O=C(O)CN1C(=O)/C(=C\c2cccc(OCc3ccccc3F)c2)SC1=S
-1,COc1ccc(NC(=O)CN(C)CC(=O)Nc2sc3c(c2C#N)CCC3)cc1
0,CNC(=O)c1[nH]cnc1C(=O)Nc1ccc(OC)cc1
7,CCCC[C@@H](CNC)NC[C@H](Cc1ccc(O)cc1)NCCc1ccc(OCC)cc1
0,COC(=O)CN1C(=O)[C@H]2[C@@H](/C=C/c3ccccc3)N3C(=O)CN(Cc4ccccc4)C(=O)[C@@]3(C)[C@H]2C1=O
-4,CCC(CC)c1nnc(NC(=O)COc2ccc3c(c2)OCO3)s1
-2,Cc1ccc(S(=O)(=O)NCCC(=O)NNC(=O)COc2ccc(Br)cc2)cc1C
0,Cc1noc(C)c1CSc1ccccc1C(=O)O
4,O=C(Cc1ccc(Cl)cc1)NNC(=O)c1ccco1
0,C#CC1CN(Cc2ccccc2)CC(C#C)N1C (stereo not drawn)
-4,NC(=S)Nc1cccc(F)c1
5,COc1ccc(NC(=O)CSc2nnc(-c3ccc(F)cc3)o2)cn1
1,Cc1c2c(nc3nc4ccccc4n13)CC(C)(C)CC2=O
4,COC(=O)C(C(=O)NCC1CCCO1)C1CCCC1 (stereo not drawn)

2 entries from above, with each value named.
CCC(CC)c1nnc(NC(=O)COc2ccc3c(c2)OCO3)s1
- TbREL1 inh = -4
Cc1ccc(S(=O)(=O)NCCC(=O)NNC(=O)COc2ccc(Br)cc2)cc1C
- TbREL1 inh = -2

Further records.
TbREL1 inh,SMILES
-3,COc1ccccc1C(=O)Nc1ccnn1C1CCN(C/C=C/c2ccc(F)cc2)CC1
0,COc1ccccc1-c1c(C)[nH]n2c(=O)c(Cc3ccccc3)c(C)nc12
-1,COc1ccc(NC(=O)Cn2nnc(C(=O)NCc3cccc(OC)c3)c2N)cc1
3,COC(=O)CNc1c(-c2ccccn2)nc2ccc(Br)cn12
0,C/C=C1\COC(C(=O)NCCN2CCCC2)(C(F)(F)F)C=C1C=C1CCCCC1 (stereo not drawn)
-6,Cc1cc(C(=O)CN2C(=O)C3CC=CCC3C2=O)c(C)n1-c1ccccc1 (stereo not drawn)
-2,Cc1ccc(S(=O)(=O)N2CC3(O)CN(C(=O)OC(C)C)N(C(=O)OC(C)C)CC3(OC(=O)Nc3cccs3)C2)cc1 (stereo not drawn)
3,Cc1cc(NC(=O)C2CCN(S(=O)(=O)c3cccs3)CC2)no1
2,CCOC(=O)c1cnn(-c2cc(C(C)(C)C)nc3c(-c4ccccc4)c(C)nn23)c1N
-2,O=C(C1CCN(c2cncnc2)CC1)N1CCOCC1
-2,Cc1nn(C)c(=O)c(N)c1-c1cc(-c2ccc(Cl)c(Cl)c2)n[nH]1
4,C[C@@]12C(=O)Nc3cc(Cl)ccc3C(=O)N1[C@H]1c3cc(Cl)ccc3OC[C@@H]1[C@@H]2c1ccccc1
1,O=C(NCC1(c2ccccc2)CCOCC1)c1ccc(Br)o1
0,CCCNC(=O)C1(C)CCN(CCC(=O)c2ccc(Br)cc2)C1 (stereo not drawn)
-3,CCC(C)N=Cc1c(NCc2ccco2)nc2c(C)cccn2c1=O (stereo not drawn)
-5,CCCCn1c(N)c(N(CCC(C)C)C(=O)c2oc3ccc(OCC)cc3c2C)c(=O)[nH]c1=O
1,COC(=O)CCCn1cc(CN2CC(N3CCN(C4CCN(C)CC4)CC3)CS2(=O)=O)nn1 (stereo not drawn)
2,COc1cccc(N(C(=O)c2snc(C(N)=O)c2N)C(C(=O)NCC2CCCO2)c2ccc(C)o2)c1 (stereo not drawn)
2,Cc1ccc(S(=O)(=O)N2C[C@H]3C(=O)C[C@@H]4C(=O)N(c5ccccc5)C(=O)[C@@H]4[C@@H]3C[C@H]2c2cccc(Cl)c2)cc1
-4,Cc1ccc(C)c(NC(=O)CSc2nnc(CCCCCNC(=O)OC(C)(C)C)o2)c1
-2,Cc1ccc(CN2C(=O)CCC2C(=O)N2CCN(c3ccc(F)cc3)CC2)cc1 (stereo not drawn)
6,O=P(c1ccccc1)(c1ccccc1)C1CCCO1 (stereo not drawn)
-3,Cc1c(/N=C/c2ccco2)n(Cc2ccccc2)c2ccccc12
7,CC/C(=N\NC(=O)C(N)=O)c1ccccc1O
2,Cc1cccc(NC(=O)CN2CCN(C(=O)c3cncn3-c3ccc(F)cc3)CC2)c1C
3,Cc1[nH]c(=O)[nH]c(=O)c1S(=O)(=O)N1CCCC(C(=O)NCCC2=CCCCC2)C1 (stereo not drawn)
4,CCOC(=O)N1CCN(C(=O)CSc2nnc(COc3ccccc3)o2)CC1
0,COc1ccccc1CCc1nnc(CCC(=O)NCCC2CCCCO2)o1 (stereo not drawn)
0,OC(COC(c1ccccc1)c1ccccc1)CN1CCN(c2cccc(Cl)c2)CC1 (stereo not drawn)
-2,Cc1c(C(=O)OCC(=O)NCc2ccco2)cccc1[N+](=O)[O-]
4,C=CCNC(=O)/C(C#N)=C\c1cc(Cl)c(O)c(OCC)c1
-5,C[C@H]1[C@H](NC(=O)c2cccc(C(F)(F)F)c2)CC[C@@]23CCCN2C(=O)CCC[C@@H]13
-2,CC1=C(C(=O)N2CCCC(C(=O)c3cccc4ccccc34)C2)OCCO1 (stereo not drawn)
1,Cc1ccc(N(CC(=O)NCc2cccs2)S(=O)(=O)c2cccs2)cc1
-1,C=CCN(CC=C)CC(=O)Nc1ccc(S(N)(=O)=O)cc1
6,COC(=O)c1sccc1-c1ccc(/C=N/OC(=O)c2cccs2)o1
-1,Cc1noc(C)c1COc1ccc(C(=O)OCC(=O)Nc2ccc(C(=O)N(C)C)cc2)cc1
-1,CCOc1ccc(N(CC(=O)NC(C)C)C(=O)CCC(=O)Nc2ccccn2)cc1
-2,CCOc1ccc(S(=O)(=O)N2CCOCC2)cc1NC(=O)CSCc1ccc(C)cc1
-1,CN(C)S(=O)(=O)c1cccc(NC(=O)COC(=O)c2ccc3ccccc3n2)c1
1,O=C(C1CC1)N1CCC(C(O)(c2ccccc2)c2ccccc2)CC1
0,Cn1c(=NC(=O)CSCC(=O)N2CCCC2)sc2ccccc21
-2,O=C(Cn1cnc2cc([N+](=O)[O-])ccc2c1=O)N(Cc1ccccc1)C1CCS(=O)(=O)C1 (stereo not drawn)
3,COc1cccc(NC(=O)c2ccccc2-c2nc(-c3cccc(C)c3)no2)c1
1,O=C(NNS(=O)(=O)c1ccc(F)cc1)C1CC(c2cccnc2)=NO1 (stereo not drawn)
0,Cc1ccc(NC(=O)C(C)N2CCOCC2)c(C(=O)c2ccccc2)c1 (stereo not drawn)
7,CCc1nnc(NS(=O)(=O)c2ccc(NC(=O)CCC(=O)OC)cc2)s1
1,O=C(O)Cc1ccc2sc(-c3ccccc3)nc2c1
-2,CCC[C@H]1[C@@H](NC(=S)Nc2ccccc2Cl)CC[C@@]23CCCN2C(=O)CCC[C@@H]13
3,CC(O)(c1ccc(F)c(F)c1)c1nc(-c2cc3ccccc3o2)cs1 (stereo not drawn)

Next part
TbREL1 inh,SMILES
-1,Clc1ccc(-n2ncc3c(NCC4CCCO4)ncnc32)cc1 (stereo not drawn)
1,CCN(CC)S(=O)(=O)c1ccc2c(c1)N(CC(=O)Nc1cccnc1Cl)C(=O)CO2
3,Cc1cc(SC#N)cc(C)c1NC(=O)CCl
2,Cc1ccc(NC(=O)NNC(=O)CCn2nc(C)c([N+](=O)[O-])c2C)cc1C
1,O=C(Cc1cccc(C(F)(F)F)c1)NCC(=O)Nc1cc(Cl)ccc1Cl
2,Cc1cc(C(C)(C)C)cc(C)c1COC(=O)CN1C(=O)NC2(CCCC2)C1=O
0,CC(=O)N/C(=C\c1ccccc1Cl)C(=O)O
-2,Fc1cc(Br)ccc1NC(=S)Nc1cccnc1
2,Fc1ccc(C(CCNCc2cccs2)c2ccco2)cc1 (stereo not drawn)
-2,COc1ccc(C(F)(F)F)cc1NC(=O)C(OC(=O)CNC(=O)c1ccccc1)c1ccccc1 (stereo not drawn)
-2,CC[C@]12c3[nH]c4ccc(Cl)cc4c3CCN1C(=O)[C@@H](CC(=O)NCCC1=CCCCC1)C[C@@H]2C(=O)N1CCN(C(=O)c2ccco2)CC1
-2,CC1CN=C(N(C(=O)Nc2ccccc2)c2ccc(F)cc2)S1 (stereo not drawn)
-2,COCC(=O)OC/C(O)=C(\C#N)c1nc2ccccc2[nH]1
0,CCN(Cc1ccccc1)C(=O)c1c(-c2ccccc2Cl)noc1C
-2,COC(=O)c1ccc(C)cc1C1CN=NC12Cc1cc(C)ccc1C2=O (stereo not drawn)
2,Cc1ccc(C(=O)C2CCN(CC(=O)NC3CCCCC3)CC2)cc1
2,COc1ccccc1N1CCN(C(=O)CSc2nc(C)c(C)c(=O)[nH]2)CC1
3,OCCN(Cc1ccccc1)Cc1cccc(C(F)(F)F)c1
1,CN(CC(=O)N1CCCCC1)S(=O)(=O)c1ccc(Cl)cc1
8,COc1ccc2oc(C(=O)N3CCN(C/C=C/c4ccccc4)CC3)c(C)c2c1
0,CCOC(=O)C1CCCN(CC(O)COc2ccccc2C(C)=O)C1 (stereo not drawn)

Grouped by structure, those above with an aryl methoxy group
TbREL1 inh,SMILES
1,COc1ccc(-c2nnc3ccc(SCC(=O)N4CCOCC4)nn23)cc1
0,COc1cc2cc(CN(CCCO)S(=O)(=O)c3ccccc3)c(=O)[nH]c2cc1OC
-1,COc1ccc(CCNC(=O)C2CCN(C(=O)c3ccc(F)cc3)CC2)cc1
-2,COc1ccc(S(=O)(=O)Cc2ccc(C(=O)N3CCN(c4ccc(Cl)cc4)CC3)o2)cc1
3,COc1ccc(C(=O)Nc2cc(C(=O)O)cc(C(=O)O)c2)cc1Cl
0,COc1ccc(Br)cc1CNCCSc1nnnn1C
-2,COc1cccc(C2=CC(=O)C[C@H](c3ccc(F)cc3)C2)c1OC
-1,COc1ccc(NC(=O)CN(C)CC(=O)Nc2sc3c(c2C#N)CCC3)cc1
0,CNC(=O)c1[nH]cnc1C(=O)Nc1ccc(OC)cc1
5,COc1ccc(NC(=O)CSc2nnc(-c3ccc(F)cc3)o2)cn1
-3,COc1ccccc1C(=O)Nc1ccnn1C1CCN(C/C=C/c2ccc(F)cc2)CC1
0,COc1ccccc1-c1c(C)[nH]n2c(=O)c(Cc3ccccc3)c(C)nc12
-1,COc1ccc(NC(=O)Cn2nnc(C(=O)NCc3cccc(OC)c3)c2N)cc1
2,COc1cccc(N(C(=O)c2snc(C(N)=O)c2N)C(C(=O)NCC2CCCO2)c2ccc(C)o2)c1 (stereo not drawn)
0,COc1ccccc1CCc1nnc(CCC(=O)NCCC2CCCCO2)o1 (stereo not drawn)
3,COc1cccc(NC(=O)c2ccccc2-c2nc(-c3cccc(C)c3)no2)c1
-2,COc1ccc(C(F)(F)F)cc1NC(=O)C(OC(=O)CNC(=O)c1ccccc1)c1ccccc1 (stereo not drawn)
2,COc1ccccc1N1CCN(C(=O)CSc2nc(C)c(C)c(=O)[nH]2)CC1
8,COc1ccc2oc(C(=O)N3CCN(C/C=C/c4ccccc4)CC3)c(C)c2c1
